ASAP1 GAP inh = ASAP1 ArfGAP inhibition; Q9ULH1; ASAP1-stimulated ARF1 GTP hydrolysis, GDP FP detection; inhibition, % at 16.5 µM; 0.19% of 360,000 active; AID 624377; in the data active means inhibition above about 25%;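 further: 0% = vehicle with enzyme and substrate and 100% = no enzyme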
GAA850 FXN act = activators of GAA850 frataxin (FXN) promoter; HEK293 lucGAA850 FXN promoter luciferase reporter, 24 h; percent of 10 µM SAHA response; activation, % at 6 µM; 0.56% of 360,000 active;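 active means activation above the average of all compounds screened plus 3 SD, cutoff fixed separately per campaign, cut at about 7.5% in these data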;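 further: 0% = DMSO wells and 100% = 10 µM SAHA wells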
rCAG binder = r(CAG) repeat RNA binding; inhibition, % at 3 µM; 1.3% of 370,000 active; TO-PRO-1 dye displacement fluorescence;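 active means inhibition above the plate cutoff, the mean of all test compounds on that plate plus 3 SD, cut at about 35% in these data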;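 further: 0% = DMSO alone and 100% = 100 µM mitoxantrone as full dye displacement; higher means more dye released from RNA so lower well fluorescence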
ARFGAP1 inhibitor = inhibits rat ARF GTPase activating protein 1. Q62848. Arfgap1-stimulated ARF1 GTP hydrolysis, GDP FP detection. inhibition, % at 16.5 µM. 0.26% of 360,000 active. AID 651572;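 active means inhibition above a per-plate limit, mean inhibition of low control wells plus 3 SD, cut at about 25% in these data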;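 further: 0% = DMSO wells with enzyme and 100% = wells lacking Arfgap1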
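Material: rat Arfgap1 catalytic domain, aa 1-136; also added: human ARF1(Δ1-17)-GTP substrate; compound dosing: one concentration, 16.5 µM, DMSO 1.26%; incubation: GTP hydrolysis reaction 2 h at 25 °C; measured by: Tracer-displacement fluorescence polarization with EDTA stop, 620/688 nm; evaluation: % inhibition from polarization; repeats: one replicate per compound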
Tn6 DDE FP = inhibitors of Tn6 peptide binding to human fibrin DD(E); Fibrin DD(E) TRITC-Tn6 fluorescence polarization displacement; inhibition, % at 8.3 µM; AID 720509; 0.21% of 370,000 active;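 active means inhibition above a per-campaign cutoff: mean of compounds within control limits plus 3 SD, cut at about 15% in these data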;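 further: 0% = median of all compound wells on the plate and 100% = blocking peptide control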
GC-B act = GC-B (human) receptor activation. P20594. HEK293-GC-B cells, CNP EC30, cGMP TR-FRET; 0% at EC30 CNP, 100% saturating CNP. activation, % at 10 µM. 0.11% of 370,000 active. AID 1920062;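 active means activation at 10 µM reaching about 35% in either raw or pattern-adjusted values, limit read from the data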
Target sequence (P20594 whole entry, looked up): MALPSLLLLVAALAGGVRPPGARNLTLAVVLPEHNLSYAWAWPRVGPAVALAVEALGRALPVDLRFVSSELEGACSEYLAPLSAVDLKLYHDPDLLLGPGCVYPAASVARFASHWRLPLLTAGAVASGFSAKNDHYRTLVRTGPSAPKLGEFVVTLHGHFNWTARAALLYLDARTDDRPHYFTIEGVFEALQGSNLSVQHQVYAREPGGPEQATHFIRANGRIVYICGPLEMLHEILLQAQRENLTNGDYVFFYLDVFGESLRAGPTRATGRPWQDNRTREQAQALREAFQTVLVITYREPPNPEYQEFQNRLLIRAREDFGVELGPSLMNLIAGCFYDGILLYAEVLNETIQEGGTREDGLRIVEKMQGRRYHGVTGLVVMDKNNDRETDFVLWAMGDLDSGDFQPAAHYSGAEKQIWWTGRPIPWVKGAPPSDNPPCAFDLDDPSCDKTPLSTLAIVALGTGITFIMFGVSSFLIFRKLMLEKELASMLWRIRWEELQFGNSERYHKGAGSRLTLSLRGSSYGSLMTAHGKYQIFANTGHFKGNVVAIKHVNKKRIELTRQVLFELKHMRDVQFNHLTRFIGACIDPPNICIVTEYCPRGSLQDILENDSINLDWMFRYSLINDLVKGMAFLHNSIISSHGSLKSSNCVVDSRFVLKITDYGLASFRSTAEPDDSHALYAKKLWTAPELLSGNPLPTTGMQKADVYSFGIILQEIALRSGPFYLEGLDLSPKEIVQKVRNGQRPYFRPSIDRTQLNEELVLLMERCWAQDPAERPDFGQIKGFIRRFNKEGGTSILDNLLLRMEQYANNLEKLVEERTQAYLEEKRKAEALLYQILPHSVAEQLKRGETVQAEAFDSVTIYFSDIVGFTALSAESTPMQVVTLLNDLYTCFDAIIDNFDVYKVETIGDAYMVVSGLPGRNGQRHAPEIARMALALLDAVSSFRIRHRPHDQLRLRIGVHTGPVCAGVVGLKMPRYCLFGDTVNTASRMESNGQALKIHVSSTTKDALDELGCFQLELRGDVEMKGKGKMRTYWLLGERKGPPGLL
ADAM10 inh = ADAM10 inhibition, QFRET primary screen | O14672 | recombinant ADAM10, EDANS/DABCYL FRET peptide cleavage, 3 h | inhibition, % at 7 µM | 0.62% of 370,000 active | AID 720582;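 active means inhibition above a per-campaign cutoff equal to the mean of compounds falling between control-based bounds plus 3 SD, cut at about 20% in these data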;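 further: 0% = DMSO wells while the 100% control is not disclosed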
GC-A act = GC-A (human) enzyme activation; activation, % at 10 µM; 0.14% of 370,000 active; HEK293 GC-A cells, cGMP TR-FRET, EC30 ANP; 0% at EC30 ANP, 100% saturating ANP; P16066; AID 1671463; in the data active means activation above about 40%
proKLK7 act = activators of human kallikrein-7 zymogen; 0.9% of 370,000 active; purified proKLK7, EDANS-DABCYL substrate fluorescence; 100% is mature enzyme control, 0% vehicle; activation, % at 7 µM; AID 652039;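 active means activation above the mean of all tested compounds plus 3 SD, computed per campaign excluding outliers beyond control limits, cut at about 13% in these data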
sPLA2-III inh = Inhibits HGIII-sPLA2 liposome hydrolysis, primary screen; inhibition, % at 12.2 µM; 0.56% of 370,000 active; Q9NZ20; QFRET BODIPY PC-A2 liposome hydrolysis, fluorescence;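 active means inhibition above mean plus 3 SD of compounds lying within the high and low control bounds, cut at about 19% in these data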;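 further: 0% = median of test compound wells and 100% = no enzyme DMSO wells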
* = called active by the depositor; i = inactive; / = not tested or not shown. Not a hit list (roughly 4.5% active in at least one column).

SMILES | ASAP1 GAP inh | GAA850 FXN act | rCAG binder | ARFGAP1 inhibitor | Tn6 DDE FP | GC-B act | ADAM10 inh | GC-A act | proKLK7 act | sPLA2-III inh
O=C(N/N=C1/CC2C=CCC12)c1cccs1 (stereo not drawn) | 2 | 2.8 | 1 | 8 | -3 | 1 | -2 | 1 | -0.4 | 1
CCC(C)NC(=O)Nc1ccccc1F (stereo not drawn) | 1 | 0.7 | 1 | -1 | 6 | 3 | -1 | 1 | 0.2 | -1
NS(=O)(=O)c1ccc(CNC(=O)Cc2ccccc2F)cc1 | -2 | 0.3 | -1 | -1 | 2 | 1 | 3 | 4 | -0.3 | 1
O=C(CCSc1ccccn1)c1ccccc1 | -16 | -0.1 | 0 | -8 | 4 | 4 | 10 | 52* | -0.1 | 4
Cc1cc(C)c(C)c(OCCCCn2cnc3ccccc3c2=O)c1 | 11 | 2.1 | -2 | 6 | 1 | -9 | 9 | -6 | 0.6 | -5
COc1ccc(CCNC(=O)CCn2c(=O)c3cccn3c3ccc(F)cc32)c(OC)c1OC | 6 | 3.3 | -5 | 3 | 0 | -9 | 5 | -7 | -0.3 | -5
CC(C)=NNc1cc([N+](=O)[O-])cc2c1C(=O)N(C)S2=O (stereo not drawn) | 1 | 0.0 | 9 | 8 | -3 | 1 | -8 | -2 | 0.0 | -3
NC(=O)c1cc([N+](=O)[O-])ccc1NCc1ccc(O)cc1 | 11 | 5.3 | 1 | 5 | 1 | 12 | 5 | 11 | 0.2 | -20
Cn1c(=O)cc(OCC(=O)NCCc2ccc(Cl)cc2)c2ccccc21 | -5 | 1.5 | -6 | -11 | 2 | -4 | -7 | -6 | -0.4 | -7
COc1ccc2c(c1OC)C(=O)N(c1nccs1)C2 | -1 | 5.4 | 2 | -3 | -1 | -5 | -40 | 5 | 0.9 | 14
Cc1ccc(SCC(=O)Nc2ccc(C(=O)Nc3ccc(O)cc3)cc2)cc1 | 1 | 0.2 | 6 | 2 | -3 | 3 | 0 | 3 | -0.2 | -3
COc1ccc(CC(=O)N/N=C/c2ccc(Cl)s2)cc1OC | 5 | 3.8 | -6 | 3 | -3 | -3 | 12 | 3 | 0.0 | -3
O=C(CCCOc1ccccc1)Nc1nnc(C2CCCO2)s1 (stereo not drawn) | 4 | 1.9 | 2 | 2 | 2 | 0 | -1 | 0 | 0.3 | -6
O=C(Nc1ccc2nc(-c3ccco3)[nH]c2c1)c1cccs1 | 13 | 7.1 | 2 | -11 | -3 | -2 | -4 | 4 | -0.8 | 2
COc1ccc(OC)c2c1CC(C)(C)NC2=O | 7 | 0.8 | 1 | 14 | 3 | 2 | i | 3 | 7.8 | 1
Cc1ccc(C)c(S(=O)(=O)Nc2ccc(C(=O)NCCCN3CCOCC3)cc2)c1 | 3 | 1.5 | -3 | 0 | -8 | 1 | 7 | 3 | 0.3 | 2
Cc1cc(OC(=O)c2ccc(F)cc2)c([N+](=O)[O-])c(=O)[nH]1 | 3 | -0.8 | 1 | 7 | -2 | 1 | 4 | 0 | -0.2 | 9
Cc1cc(Cl)c2ccccc2n1 | -16 | 0.6 | 1 | 17 | -7 | -3 | -2 | -1 | -0.3 | 3
Cn1ncc(Cl)c1C(=O)NNC(=O)Nc1cccc2ccccc12 | -1 | 3.1 | 1 | -7 | -6 | 0 | -60 | 3 | -6.1 | -10
CCCCNc1ncnc2c1cnn2-c1ccc(Cl)cc1 | -1 | -0.5 | 3 | 4 | -4 | -4 | 3 | 8 | 0.4 | 1
CCOC(=O)C(C(=O)OCC)C1CCS(=O)(=O)C1 (stereo not drawn) | -5 | 1.0 | 0 | -11 | 3 | 7 | -4 | 1 | 0.0 | -1
O=C(NC(=S)NCc1ccccc1)c1cccs1 | 10 | 0.6 | -1 | 8 | 7 | 6 | 16 | 1 | 0.1 | 2
Cc1noc(C)c1S(=O)(=O)N1CCC(C(=O)c2ccccc2)CC1 | -5 | 0.7 | -2 | 2 | 2 | 0 | 5 | -1 | 0.1 | -5
CC1(C)Cc2c(sc(NC(=O)C(=O)N3CCCCC3)c2C(N)=O)CO1 | 2 | -0.4 | -3 | -6 | 1 | 0 | -2 | 5 | -0.2 | 4
O=C(CCS(=O)(=O)c1ccccc1)Nc1ccc2c(c1)OCO2 | -16 | 2.8 | 6 | 6 | 1 | 3 | 2 | 3 | 0.6 | 4
O=C(CNC(=S)N(CCCN1CCOCC1)Cc1cccs1)NC1CCCCC1 | -2 | -1.6 | -9 | 3 | 4 | 3 | -5 | -1 | 0.6 | 9
Cc1ccc(S(=O)(=O)N2CCC(C(=O)N3CCC(C(=O)NCC4CCCO4)CC3)CC2)cc1 (stereo not drawn) | -27 | 2.1 | -6 | 10 | 8 | 1 | 0 | 1 | 0.5 | 2
CC(=O)OCCNc1cc(SC(C)C)c2nonc2c1[N+](=O)[O-] | 4 | -0.9 | 0 | -2 | -1 | -6 | 4 | 4 | -0.1 | 3
Cc1ccc(S(=O)(=O)N2CCN(CCc3ccncc3)CC2)cc1 | 8 | 1.8 | -1 | 4 | -2 | 5 | -2 | 1 | -0.8 | -4
O=C(CSc1nc2c(cnn2-c2ccc(F)cc2)c(=O)[nH]1)N1CCCCC1 | -3 | 2.2 | 9 | -6 | 3 | -4 | -8 | -3 | -0.3 | 0
Cc1ccc(C)c(OCCCC(=O)O)c1 | -12 | -1.5 | 2 | -9 | 0 | 3 | 9 | 0 | 0.2 | 9
C=CC[C@H](CC(=O)OC(C)(C)C)C(=O)OC[C@H]1CCCN1C(=O)[C@H](CC=C)CC(=O)N(CCO)Cc1ccccc1 | 9 | -3.0 | -5 | 1 | 2 | -4 | -3 | 2 | -0.7 | -3
Cc1ccc([C@@H]2[C@@H]3C(=O)N(c4ccccc4)C(=O)[C@@H]3[C@]3(Cc4ccccc4)C(=O)N(CC4CC4)CC(=O)N23)o1 | -8 | -1.1 | -3 | -1 | 1 | 5 | 7 | -2 | 0.1 | 4
O=S1(=O)CC(N2CC=CC2)CN1Cc1ccccc1 (stereo not drawn) | 5 | / | 1 | 2 | -1 | -13 | -11 | 4 | 0.9 | -1
Cc1cc([N+](=O)[O-])c2[nH]c(C(=O)N/N=C/c3ccccc3C(=O)O)c(-c3ccccc3)c2c1 | -12 | 2.0 | 10 | -15 | -2 | 0 | -5 | -6 | 0.2 | -1
N#Cc1c(N)sc2c1CCCCCC2 | 17 | 0.6 | 14 | -12 | 2 | 1 | 3 | 4 | 0.8 | 3
c1csc(-c2nc(-c3ccncc3)no2)c1 | -10 | 6.8 | 0 | -3 | 8 | 2 | -6 | 3 | 0.5 | 3
Oc1ccccc1N=Cc1c(O)ccc2ccccc12 | -10 | 1.9 | 5 | 11 | 6 | -5 | -5 | -4 | -2.5 | 2
Cc1ccc(NC(=O)C2(C)CCN2C(=O)c2ccccc2CCc2ccccc2)cc1C (stereo not drawn) | 1 | -0.4 | 4 | -8 | -2 | 3 | 11 | 0 | -0.1 | -14
CCN(C1=NS(=O)(=O)c2ccccc21)N(CC)S(=O)(=O)c1ccc(C)cc1 | -10 | 2.8 | -1 | -6 | 7 | -1 | 9 | -3 | 0.3 | 6
CCOC(=O)[C@]12CCCC=C1N(Cc1ccc(OC)cc1)C(=O)[C@@H]2CC(=O)NCCc1ccccc1OC | / | / | -1 | / | -2 | 0 | 6 | -5 | 9.1 | -13
COC(=O)c1c(NC(=O)CC2SC(N)=NC2=O)sc2c1CCC(C(C)(C)C)C2 (stereo not drawn) | 10 | 3.3 | 16 | 16 | -12 | 5 | 11 | -2 | -1.1 | -11
Cn1c(NCCCN2CCOCC2)nc2c1c(=O)n(Cc1ccc(Cl)c(Cl)c1)c(=O)n2C | 3 | -2.1 | -5 | 14 | 1 | 11 | -1 | 1 | -0.1 | -8
NS(=O)(=O)c1ccc(CCNC(=S)Nc2ccc(F)cc2)cc1 | -4 | -1.9 | 6 | 6 | -3 | 0 | 3 | 4 | 0.3 | 2
Cc1cnn(-c2cc(Oc3ccccc3)ncn2)c1 | 2 | 4.5 | -1 | 13 | 0 | -3 | 9 | 0 | 0.3 | 0
COc1ccc(C(=O)c2c[nH]c(C(=O)N=CN(C)C)c2)cc1 | -14 | -2.1 | 2 | 14 | 2 | -1 | -3 | 0 | -1.2 | 1
C[C@H]1CCC[C@]2(O[C@H](CCO)C[C@H](O)[C@H]2O)O1 | -7 | 4.1 | 10 | -7 | -5 | 1 | -4 | 3 | 0.4 | 11
Cc1ccc(S(=O)(=O)N2CCCCC2)cc1NC(=O)COC(=O)c1ccc2c(c1)OCO2 | -12 | 0.8 | 5 | -10 | 12 | 0 | -8 | -1 | -0.1 | 7
CC(=O)NCc1c(Cl)cccc1-n1cccc1 | -4 | 0.1 | 0 | 1 | -1 | 7 | 2 | 0 | 0.1 | 2
CC(C)c1cc(C(=O)NNC(=S)NC2CCCCC2)cs1 | -1 | 2.6 | 0 | 1 | 5 | 6 | 1 | 0 | -0.3 | 15
O=C(N/N=C/c1cc(Cl)cc([N+](=O)[O-])c1O)C(O)(c1ccccc1)c1ccccc1 | -6 | -1.8 | 76* | -5 | 2 | -3 | 3 | -11 | -0.3 | 21*
COc1ccc(CN2CCC(=O)N([C@H](CO)c3ccccc3)CC2)cc1 | -5 | 0.5 | -5 | 3 | -2 | 7 | 5 | -1 | 0.6 | 3
NS(=O)(=O)c1ccc(CCNc2ccn3nc(-c4ccccc4)cc3n2)cc1 | 10 | -1.9 | 7 | 10 | 1 | -7 | -181 | -6 | 3.3 | -33
Fc1ccc2[nH]c3c(N4CCSCC4)ncnc3c2c1 | -4 | -4.0 | 1 | -11 | -5 | 4 | -109 | 8 | 1.2 | 6
Cc1ccc(S(=O)(=O)c2nc(S(C)(=O)=O)sc2N2CCC3(CC2)OCCO3)cc1 | -4 | 0.6 | -4 | 7 | 6 | -2 | -3 | -2 | 0.7 | -5
Cc1ccsc1C(=O)Nc1ccc(OCc2ccccc2)cc1 | 0 | 2.3 | -5 | 1 | -2 | 2 | 7 | -1 | -0.3 | 2
Cc1sc(Nc2ccc([N+](=O)[O-])cc2)nc1-c1c(C)n(C)n(-c2ccccc2)c1=O | -5 | 2.5 | 0 | 1 | 8 | -12 | -10 | -6 | 0.1 | -4
COc1ccccc1CC(=O)NC1CC(C)(C)NC(C)(C)C1 | 9 | -0.3 | -3 | 1 | 8 | -3 | -5 | -3 | 0.1 | 3
C=CCn1c(-c2cccnc2)n[nH]c1=S | 0 | 2.6 | -2 | 2 | 6 | 2 | -2 | 3 | -0.5 | 7

Assay outcomes from PubChem.
